Fluorescein fluor = qHTS Assay for Spectroscopic Profiling in Fluorescein Spectral Region | max fluorescein-equivalent concentration, M | 59,000 compounds, 0.91% hits | Compound autofluorescence, 480/540 nm, fluorescein-equivalent; hits give high values; in the data active means max fluorescein-equivalent concentration above about 10 nM; inconclusive means between about 1.1 nM and that limit
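Autofluorescence profiling; 100 mM Tris, pH 8.0; incubation 15 min at RT; ex/em 480/540 nm; result as fluorescein-equivalent concentration.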
4MU fluor = qHTS Assay for Spectroscopic Profiling in 4-MU Spectral Region | AID 589, 2007 | max dye-equivalent concentration, M | 59,000 compounds, 11% hits | compound autofluorescence, 340/450 nm, 4-MU equivalents; hits give high values; in the data active means max dye-equivalent concentration above about 10 nM; inconclusive means mostly about 1.1 nM to 9.6 nM
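Compounds in 100 mM Tris, pH 8.0, sat 15 min at room temperature before fluorescence was read at 340 nm excitation/450 nm emission; a per-plate six-point 4-MU standard curve converted signals to dye-equivalent concentration at each compound concentration.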
Rhodamine fluor = qHTS Assay for Spectroscopic Profiling in Rhodamine Spectral Region; Rhodamine-region fluorescence, 547/598 nm, Tris buffer; hits give high values; max dye-equivalent concentration, M; 59,000 compounds, 0.05% hits; AID 594, 2007; in the data active means max dye-equivalent concentration above about 11 nM; inconclusive means between about 1.1 nM and that limit
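Intensities are converted to rhodamine-equivalent concentration using a six-point rhodamine standard on each plate. Compounds sit 15 min at room temperature in 100 mM Tris buffer, pH 8.0; read uses the 547/598 nm excitation/emission pair.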
HEK293 cAMP cs = qHTS Assay for Agonists of the Thyroid Stimulating Hormone Receptor: Activators of Intracellular cAMP Concentrations in Parental HEK 293; parental HEK293 CNG cAMP sensor, membrane potential fluorescence; Potency, µM (top dose mostly 57.1 µM), for the others: at the top dose activation, actives largely listed as activators; 73,000 compounds, 2.5% hits; further: potency means the concentration at half of the fitted maximal effect; % of control where 0% means no effect; nearly all actives have a fitted effect of over 55% in size
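Parental HEK 293 cells stably expressing a modified CNG channel (no TSHR) report cAMP rise as membrane depolarization. Membrane potential dye with 100 uM RO 20-1724 was loaded for 60 min at room temperature, then compound added for 30 min; fluorescence read at 590 nm.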
BRCT PPI red = qHTS Assay for Inhibitors of BRCT-Phosphoprotein Interaction (Red Fluorophore); Breast cancer type 1 susceptibility protein (Homo sapiens), P38398; BRCT-phosphopeptide binding, red fluorescence polarization; Potency, µM (top dose mostly 76.9 µM), inactives show at the top dose activity change, negative = inhibition, actives largely listed as inhibitors; 75,000 compounds, 0.03% hits; AID 892, 2007; further: on the % scale 0 is the no-effect control and ±100 the full control effect
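Rhodamine-labelled pBACH1 10-mer (100 nM) bound to BRCT domain (100 nM) at pH 7.3; compounds incubated 12 min room temperature, polarization read. Free peptide defines full inhibition; unlabelled decapeptide titrated as control.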
Casp1 inh = qHTS Assay for Allosteric/Competitive Inhibitors of Caspase-1; 75,000 compounds, 0.03% hits; AID 900, 2007; P29466; Potency, µM (titrated, usually from 57.5 µM), without a hit: at the top dose activity change, negative = inhibition, usual class: inhibitors; Caspase-1 enzyme, Ac-WEHD-AFC fluorogenic rate;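 further: potency means the concentration at half of the fitted maximal effect; plate controls were vehicle for no effect and no substrate for full effect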
Target sequence (P29466 120-297 limits assumed): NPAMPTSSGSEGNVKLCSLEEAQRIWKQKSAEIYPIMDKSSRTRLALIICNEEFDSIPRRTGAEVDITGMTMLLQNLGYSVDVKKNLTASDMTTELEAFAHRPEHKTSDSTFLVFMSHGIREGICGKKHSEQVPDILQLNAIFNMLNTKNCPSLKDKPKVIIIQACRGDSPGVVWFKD
Target sequence (P29466 317-404 limits assumed): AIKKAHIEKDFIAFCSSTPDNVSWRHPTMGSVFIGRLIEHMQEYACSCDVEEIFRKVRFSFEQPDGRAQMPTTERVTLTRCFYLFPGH
Caspase-7 inhib = qHTS Assay for Allosteric/Competitive Inhibitors of Caspase-7 | P55210 | recombinant caspase-7, Ac-DEVD-AFC fluorescence rate | Potency, µM (top dose mostly 57.5 µM), without a hit: at the highest dose activity change, negative = inhibition, hits mostly inhibitors | 75,000 compounds, 0.02% hits; active means well fitted inhibition curve with a large enough effect in the main read-out, with a control signal flat, not every such curve was filed as active; inconclusive means small, poorly fitted or top-dose-only effect, or a change in a side signal; further: potency means the concentration at half of the fitted maximal effect; % of control where 0% means no effect
TexasRed autofl = qHTS Assay for Spectroscopic Profiling in Texas Red Spectral Region; Compound fluorescence, Texas Red channel, 547/618 nm; hits give high values; max dye-equivalent concentration, M; 59,000 compounds, 0.06% hits; in the data active means max dye-equivalent concentration above about 10 nM; inconclusive means between about 1.1 nM and that limit
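Texas Red-region profiling: compounds in 100 mM Tris pH 8.0 were read at 547/618 nm after 15 min at room temperature. Intensities were normalized against a six-point Texas Red standard series to give dye-equivalent concentration.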
USP2a inh = qHTS Assay for Inhibitors of Ubiquitin-specific Protease USP2a; 60,000 compounds, 0.1% hits; Potency, µM (highest dose often 38.3 µM), for inactives: at the highest dose activity change, negative = inhibition, hits mostly inhibitors; Ubiquitin carboxyl-terminal hydrolase 2 (Homo sapiens), O75604; AID 927, 2007; USP2a enzymatic assay, qHTS inhibition;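 further: potency means the concentration at half of the fitted maximal effect; nearly all actives have a fitted effect of over 60% in size; plate controls were DMSO for no effect and NEM full inhibition control for full effect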
Target sequence (O75604 whole entry, looked up): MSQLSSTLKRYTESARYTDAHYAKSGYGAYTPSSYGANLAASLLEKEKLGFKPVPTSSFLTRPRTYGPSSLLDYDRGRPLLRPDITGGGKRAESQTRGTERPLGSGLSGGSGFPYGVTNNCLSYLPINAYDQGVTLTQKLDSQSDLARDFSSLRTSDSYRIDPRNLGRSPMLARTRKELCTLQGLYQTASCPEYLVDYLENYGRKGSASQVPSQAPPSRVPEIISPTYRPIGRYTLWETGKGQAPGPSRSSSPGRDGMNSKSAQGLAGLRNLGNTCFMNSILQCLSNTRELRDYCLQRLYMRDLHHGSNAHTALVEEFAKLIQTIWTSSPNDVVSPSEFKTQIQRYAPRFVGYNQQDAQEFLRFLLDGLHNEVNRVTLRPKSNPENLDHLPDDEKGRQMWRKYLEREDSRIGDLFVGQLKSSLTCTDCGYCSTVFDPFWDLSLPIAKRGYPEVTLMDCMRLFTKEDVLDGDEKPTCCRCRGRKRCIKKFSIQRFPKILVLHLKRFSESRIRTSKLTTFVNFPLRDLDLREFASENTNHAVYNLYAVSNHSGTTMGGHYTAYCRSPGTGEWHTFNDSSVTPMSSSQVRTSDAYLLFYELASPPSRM
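USP2 core (20nM final) preincubated 30 min RT with compound, then Ub-PLA2 20nM and NBD C6-HPC 20uM final added; buffer 20mM Tris-HCl pH 8.0, 2mM CaCl2. Fluorescence Ex 460/Em 535 read at 0 and 2.5 h; normalized to NEM.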
A350 fluor = qHTS Assay for Spectroscopic Profiling in A350 Spectral Region; Compound autofluorescence, 340/450 nm, Alexa 350 dye-equivalents; hits give high values; max dye-equivalent concentration, M; 59,000 compounds, 11% hits; in the data active means max dye-equivalent concentration above about 10 nM; inconclusive means mostly about 1.1 nM to 9.6 nM
BRCT PPI green = qHTS Assay for Inhibitors of BRCT-Phosphoprotein Interaction (Green Fluorophore) | Breast cancer type 1 susceptibility protein (Homo sapiens), P38398 | BRCA1 BRCT-phosphopeptide binding, green fluorescence polarization | Potency, µM (highest dose often 76.9 µM), without a hit: at the top dose activity change, negative = inhibition, most hits filed as inhibitors | 75,000 compounds, 0.05% hits | AID 875, 2007;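 further: potency means the concentration at half of the fitted maximal effect; plate controls were peptide without protein for full effect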
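Compounds were incubated for 12 min at room temperature with a complex of 100 nM fluorescein-tagged pBACH1 decapeptide and 250 nM His-tagged BRCT protein. Buffer was phosphate pH 7.3 with EDTA, DTT and Tween 20. Disruption of binding lowers the polarization signal.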
Numbers without * were called inactive; i = inactive; u = inconclusive; x = not tested or not shown; [ ] = another dose, or the depositor's remark. Unless noted, the call rests on the fitted dose curve; in most records, active means well fitted curve in the direction sought with a large enough effect; inconclusive means small, poorly fitted or top-dose-only effect, or another doubt; inactive means no such curve, though single readings can be large; an effect the other way counts as inactive or inconclusive.

SMILES | Fluorescein fluor | 4MU fluor | Rhodamine fluor | HEK293 cAMP cs | BRCT PPI red | Casp1 inh | Caspase-7 inhib | TexasRed autofl | USP2a inh | A350 fluor | BRCT PPI green
O=C1NC(c2cc3c(cc2Cl)OCO3)Oc2ccccc21 (stereo unspecified) | u | i | i | 10.0% | -0.2% | 1.4% | -3.9% | i | -4.3% | u | -0.2%
O=S(=O)(c1ccc(Oc2ccc(Br)cc2)cc1)N1CCOCC1 | i | i | i | u | 0.5% | -0.2% | -3.2% | i | -1.2% | i | -0.3%
O=C(Nc1cccc(Cl)c1)c1ccncc1 | i | i | i | -2.0% | -0.8% | 0.1% | 0.5% | u | -9.7% | i | -1.2%
O=C(Nc1ccc(F)cc1)C1CCC(N2C(=O)c3ccccc3C2=O)CC1 (stereo unspecified) | x | x | x | -13.7% | 0.7% | 0.0% | -0.5% | x | -1.9% | x | -3.1%
O=C1Cc2ccccc2N1c1ccccc1 | i | i | i | 8.2% | -1.1% | -0.8% | -0.2% | u | 0.5% | u | -4.3%
C[C@H](CO)NC(=O)[C@H]1C[C@@H]1[C@H](NP(=O)(c1ccccc1)c1ccccc1)c1ccccc1 | x | x | x | 29.1% | -0.3% | 2.6% | -3.5% | x | x | x | -0.3%
O=C(NC1CCCCC1)c1ccc(Br)o1 | x | x | x | u | 0.8% | 0.7% | -0.3% | x | -5.5% | x | -1.3%
Cc1cccc(C)c1NC(=O)C1(N(Cc2ccco2)C(=O)c2ccccn2)CCCC1 | u | u | i | u | -2.3% | -0.8% | -2.1% | i | -6.3% | 1.23e-08M* | 0.5%
CN1C(=O)NC(NC(=O)c2ccco2)(C(F)(F)F)C1=O (stereo unspecified) | i | i | i | x | x | x | x | i | x | i | x
O=C(Nc1ccccc1C(=O)OC1CCOC1=O)c1ccco1 (stereo unspecified) | i | i | i | 3.7% | -0.9% | 0.5% | -6.2%[0.00368 µM] | i | 4.9% | u | -1.1%
O=C(NCc1cccnc1)C1CC(=O)N(c2ccc(Cl)cc2)C1 (stereo unspecified) | i | i | i | 4.7% | -1.8% | -0.5% | 4.1% | u | -6.6% | i | -0.6%
COc1ccc(S(=O)(=O)N2CCC(C(=O)Nc3c(F)cccc3F)CC2)cc1 | x | x | x | 2.6% | 0.5% | 0.8% | -0.2% | x | x | x | -0.2%
Cc1c(NC(=O)c2cnn3cccnc23)c(=O)n(-c2ccccc2)n1C | i | u | i | 2.4% | 0.7% | 1.0% | -0.2% | i | -0.9% | u | -1.9%
O=S(=O)(O)c1cc(N=Nc2cccc3ccccc23)c(O)c2ncccc12 | u | i | i | -1.0%[11.4 µM] | -1.4%[15.4 µM] | -0.3%[11.5 µM] | -3.0%[11.5 µM] | i | x | i | -1.2%[15.4 µM]
CC1CCN(C(=O)C2Cc3ccccc3CN2S(=O)(=O)c2ccc(F)cc2)CC1 (stereo unspecified) | i | i | i | 20µM* | -1.2% | 1.7% | -1.5% | u | 9.0% | i | 0.2%
CCOc1ccc(-c2cc(CCCC(=O)N3CCN(c4ccc(OC)cc4)CC3)no2)cc1 | x | x | x | 17.0% | 0.3% | -0.9% | -2.1% | x | x | x | -0.3%
CCOC(=O)C1CCN(S(=O)(=O)c2cc(Br)cc3c2N(C(C)=O)C(C)C3)CC1 (stereo unspecified) | i | i | i | 7.7% | -0.6% | -1.2% | -0.5% | i | 20.2% | i | 0.4%
CCCn1c(C)nc2c(NC3CCCCC3)nc(C)nc21 | x | x | x | 20.5% | 0.1% | 0.8% | 0.4% | x | x | x | -3.2%
CN1C(=O)c2ccc(S(=O)(=O)c3ccc(C(=O)O)cc3)cc2C1=O | i | u | i | 18.9% | -1.6% | -1.7% | -0.5% | i | -3.5% | u | -0.4%
Cn1c(SCC(=O)N2CCN(c3cccc(Cl)c3)CC2)nnc1-c1ccncc1 | i | i | i | 17.3% | 1.9% | 1.5% | 0.3% | i | 0.6% | i | 2.9%
CC1CN(c2oc(Cc3cccc4ccccc34)nc2C#N)CC(C)O1 (stereo unspecified) | i | i | i | u | -1.0% | -1.3% | 0.2% | i | -13.0% | i | -0.9%
Cc1noc(C)c1COc1cccc(C(=O)Oc2ccc3c(c2)OCO3)c1 | u | i | i | u | 0.4% | -0.6% | -3.3% | i | -5.2% | i | 0.7%
N#Cc1ccc(C(c2nnnn2CCc2ccccc2)N2CCCCCC2)cc1 (stereo unspecified) | i | i | i | 15.8µM* | -0.3% | -2.4% | -5.4% | i | u | i | 3.2%
O=C(CCN1CCc2ccccc2CC1)c1ccc2c(c1)OCCO2 | i | i | i | x | x | x | x | i | x | i | x
O=C(O)CSc1nnc(C2COc3ccccc3O2)n1-c1ccccc1 (stereo unspecified) | x | x | x | 14.3% | 0.7% | 0.8% | -2.5% | x | -17.4% | x | 1.4%
CC(=O)c1cccc(N=C2NC(=O)C(CO)(CO)S2)c1 | i | i | i | x | x | x | x | i | x | i | x
CCOC(=O)C(C(=O)OCC)c1cc(Br)c2noc3c2c1C(=O)c1ccccc1-3 | 2.56e-07M* | u | i | -19.9% | -5.5% | -15.5% | -26.1% | i | 65.6%[activator] | u | 12.2%
CCC(C)c1ccccc1NC(=O)c1cccnc1 (stereo unspecified) | i | i | i | 6.6% | -0.7% | 2.0% | 0.2% | u | -1.9% | i | 0.4%
O=C1c2cccnc2C(O)N1Cc1ccccc1 (stereo unspecified) | i | i | i | 2.0% | -1.6% | 2.2% | -4.5% | i | -7.4% | i | -1.9%
CSCCC1NC2(C(=O)Nc3c(Cl)cccc32)[C@@H]2C(=O)N(C3CCCC3)C(=O)[C@H]12 (stereo partly specified) | i | 4.95e-08M* | i | -3.3% | -2.4% | -2.3% | -4.5% | i | 40.4%[activator] | 6.36e-08M* | -0.3%
COc1cc2[nH]c(=O)n(CCC(=O)N3CCN(c4cccc(C)c4C)CC3)c(=O)c2cc1OC | i | i | i | -4.0% | -1.0% | 0.0% | 1.7% | i | 32.8%[activator] | i | -0.4%
CC(=O)c1cccc(-n2nnnc2SCC(=O)Nc2ccccc2N2CCCCC2)c1 | i | i | i | u | -1.8% | -2.6% | -2.3% | i | -6.7% | i | 0.1%
Fc1cc(F)c2nc(N3CCCCC3)sc2c1 | u | i | i | 20.4% | -0.8% | -1.4% | -0.6% | i | -6.3% | i | -0.2%
O=C(COC(=O)CCC(=O)c1ccc2c(c1)OCCO2)NCc1ccc2c(c1)OCO2 | u | i | i | 21.6% | -1.0% | -0.7% | 1.9%[0.00368 µM] | i | 1.9% | i | 1.4%
Cc1sc2nc(CN3CCCC3)nc(N3CCN(S(=O)(=O)c4cccs4)CC3)c2c1C | u | i | i | -8.5% | 0.7% | -3.9% | -4.7% | i | 32.7%[activator] | i | 1.8%
CCN(CC)S(=O)(=O)c1cccc(-c2nnc(SCCOc3ccc(Cl)cc3)o2)c1 | i | i | i | u | -0.5% | 0.4% | -2.5% | i | -7.0% | i | 0.1%
Cn1c(=O)c2c(nc(NCCCO)n2C/C=C/c2ccccc2)n(C)c1=O | u | i | i | 2.9% | -1.4% | -0.1% | -0.9% | i | 8.9% | u | -3.7%
CC1(C)Cc2ccccc2-c2nnc(SCC(=O)Nc3nc4ccccc4s3)n21 | i | u | i | 5.01µM* | -0.6% | -4.9% | -4.1% | i | 34.9%[activator] | u | -1.0%
CCCNS(=O)(=O)c1ccc(C(=O)NCC2CCCO2)cc1 (stereo unspecified) | i | i | i | 18.7% | 0.8% | 0.8% | 0.2% | u | 3.1% | i | -0.3%
O=S(=O)(Cc1ccccc1)N1CCCC(c2nc(-c3ccc(F)cc3)no2)C1 (stereo unspecified) | i | i | i | u | -2.1% | -2.0% | 4.0% | u | -5.6% | u | -0.7%
Cc1cc(Nc2ccc(Br)cc2)n2nc(C)nc2n1 | x | x | x | 11.3% | 0.2% | 0.6% | -1.6% | x | x | x | 1.7%
Nc1nonc1-c1nc2ccccc2n1Cc1ccc(F)cc1 | u | i | i | 20µM* | 1.5% | -6.2% | -5.8% | i | -0.6% | i | 3.9%
Cc1cc(C)cc(NC(=O)CCN2CC(C)OC(C)C2)c1 (stereo unspecified) | u | i | i | -3.5% | 0.6% | 1.1% | -5.8% | i | 9.8% | i | -0.2%
CCn1c(C(=O)N2CCC(C(=O)NCCCSC3CCCCC3)CC2)cc2sccc21 | x | x | x | 15.8µM* | 3.1% | -5.0% | -7.3% | x | x | x | -0.9%
CC(=O)Nc1cccc(NS(=O)(=O)c2cccc3nsnc23)c1 | i | i | i | -1.3% | -0.5% | 0.9% | 1.1% | i | -1.4% | i | -5.8%

Only part of the results is shown; count on the stated rates, not on these rows.
